# HCV inhibitor = blocks hepatitis C virus; Huh7.5.1 HCVcc-Cre infection, luciferase reporter, 44 h; Potency, µM (series often up to 41.8 µM), without a hit: top-dose activity change, negative = inhibition, most hits filed as inhibitors; hit rate 3.4% among 340,000; AID 651820; active means well fitted inhibition curve with a large enough effect; inconclusive means small, poorly fitted or top-dose-only effect, or another doubt; inactive means no such curve, though single readings can be large or run the other way
#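 Infectious HCV cell culture screen: compound-treated cells (1,000/well, pre-plated 4 h) are infected with HCVcc-Cre at roughly 0.5 moi and grown 44 h. Infection is quantified by luciferase signal after 15 min substrate incubation at room temperature.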
# * marks the source's active call; other numbers are inactive results; u = inconclusive; [ ] = dose if it differs, or a comment. On the % scale 0 is the no-effect control and ±100 the full control effect; potency means the concentration at half of the fitted maximal effect. Not all compounds are listed, so the mix of outcomes need not match the whole.
Molecule	HCV inhibitor
O=c1[nH][nH]c2cc([N+](=O)[O-])ccc12	u
CC(=O)OC1CCC2(C)C3CCC4(C)C(C(C)=O)CCC4C3CC3OC32C1 (centres undefined)	6.7%
Cc1[nH]c2ccccc2c1CCN	8.2%
Cc1ccc(NC(=O)CN(C)C(=O)COC(=O)c2ccc(NC(=O)CC#N)cc2)cc1	8.6%
CC1[C@H]2Cc3ccc(O)cc3[C@]1(C)CCN2C (some centres undefined)	-5.2%
O=C(c1ccccc1)N1CCN(C(=O)c2ccccc2)c2ccccc21	3.16µM*
N#Cc1cccc(C(=O)Nc2ccc(S(=O)(=O)Nc3nccs3)cc2)c1	9.8%
CC(C)(C)[C@H]1COC(=O)CC/C=C\C[C@H](CC(=O)N(CCO)Cc2ccccc2)C(=O)N1	u
COc1ccc(C(=O)NNC(=O)Cc2nc3ccccc3n2C)cc1	-2.6%
Cc1ccc(NC(=O)COc2ccc(N(C)C(=O)C(C)(C)C)cc2)cc1S(=O)(=O)N1CCCCC1	u
O=C(Nc1ccc(OC(F)(F)F)cc1)c1ccc2c(c1)no[n+]2[O-]	31.6µM*
O=C(CCCC(=O)NN=Cc1ccc(Cl)cc1Cl)NN=Cc1ccc(Cl)cc1Cl	u
CN(c1ccccc1)S(=O)(=O)c1cccc(C(=O)NCC(=O)Nc2ccc(F)c(F)c2F)c1	-29.9%
COc1ccc(NC(=O)CC(=O)Nc2ccc(OC)cc2)cc1	5.3%
CN1C(=O)C(C2CCCCC2)C(=O)N(C)C1=O	22.0%
CC(C)C(NC(=O)c1c(F)cccc1F)C(=O)NNC(=O)c1ccccc1 (centres undefined)	7.9%
O=C(COC(=O)c1cc(=O)c2ccccc2o1)Nc1ccccc1F	-12.8%
CC(=O)C[C@@H](O)CC(=O)[C@@H]1OC(=O)CCCCCCCc2ccccc21	10.1%
Cn1c(N)c(C(=O)COC(=O)CNC(=O)c2ccccc2F)c(=O)n(C)c1=O	-6.3%
CN(C)c1ccc(C(c2ccc(N(C)C)cc2)C(O)c2ccccc2)cc1 (centres undefined)	u
CC(=O)N/C(=C\c1ccccc1)C(=O)OCC(=O)c1c(N)n(C)c(=O)n(C)c1=O	-0.6%
O=[N+]([O-])c1cccc(COc2cccc(CN3CCOCC3)c2)c1	7.4%
O=C(Cc1cccc([N+](=O)[O-])c1)Nc1ccc(C(=O)N2CCCCC2)cc1	u
N#Cc1ccc(Oc2ncccn2)cc1	-9.0%
O=C(O)c1ccc(Oc2nc3ccccc3s2)cc1	20.1%
c1ccc2nc(NN=C3CCCCC3)ccc2c1	-6.4%
CN(C)S(=O)(=O)c1cccc(C(=O)Nc2ccc(C(=O)Nc3cccc(S(N)(=O)=O)c3)cc2)c1	-10.1%
CC(=O)Nc1cccc(NS(=O)(=O)c2c(C)noc2C)c1	21.4%
CC(C)C(NC(=O)c1ccc(F)cc1)C(=O)N1CCN(c2ccccn2)CC1 (centres undefined)	-10.6%
Cc1cc(C)cc(NC(=S)NC(=O)Cc2ccccc2)c1	-6.9%
CCOC(=O)C1=NNC(C(=O)OCC)C1C(=O)OCC (centres undefined)	11.8%
O=C(COC(=O)c1cc(S(=O)(=O)N2CCOCC2)ccc1Cl)NCc1ccccc1	-4.9%
NC(=O)CC[C@H](NC(=O)c1ccc(Cl)cc1)C(=O)NNC(=O)COc1cccc(Br)c1	14.2%
COc1ccc(C2(OC)Oc3cc(OC)ccc3C(=O)C2(O)OC)cc1 (centres undefined)	u
COc1ccc(CN2C[C@]3(CO)O[C@@H](CO)C[C@@H]3S2(=O)=O)cc1	-7.1%
COc1cc2c(cc1OC)[C@@H](NC(=O)COc1ccccc1)[C@H](OCc1ccccc1)C2	u
O=C(N[C@H]1C/C=C\C[C@@H](CC(=O)N(CCO)Cc2ccccc2)C(=O)N[C@H](Cc2c[nH]c3ccccc23)COC1=O)OCC1c2ccccc2-c2ccccc21	u
COC(=O)C1=C(c2ccc(F)cc2OCc2ccccc2)C[C@@H]2CC[C@H]1N2C(=O)N1CCC(O)(c2ccc(Cl)cc2)CC1	u
CCCC(=O)Nc1cc(OC)c(NC(=S)Nc2ccc(CC)cc2)cc1OC	-27.2%
O=C(NCc1ccc(F)cc1)c1ccc2c(c1)S(=O)(=O)c1ccccc1C2=O	-4.7%
NC1(C#Cc2ccc3oc(=O)c(-n4cc(C5(O)CCCCC5)nn4)cc3c2)CCCCC1	-0.4%
CN1CCCC1CCNc1ccc2sc3ccccc3c(=O)c2c1 (centres undefined)	u
CN(CCc1ccccn1)c1ccccc1	-14.4%
COc1cc(OC)c(C(=O)OC(C)C(=O)NCc2ccc3c(c2)OCO3)cc1OC (centres undefined)	-23.4%
COC(=O)[C@]1(C)N[C@H](CN(C)S(=O)(=O)c2ccc(OC(F)(F)F)cc2)[C@@H]2C(=O)N(Cc3ccccc3)C(=O)[C@@H]21	-1.9%
CC1CC(C)C(=O)C(C(CC2CC(=O)NC(=O)C2)OC(=O)CC(=O)c2ccccc2)C1 (centres undefined)	5.01µM*
CC(=O)Nc1ccc(S(=O)(=O)NCC(=O)OCC(=O)NCc2ccc3c(c2)OCO3)cc1	-14.7%
C#CCN1C=CC(=O)[C@@H](OC(=O)NCCC)[C@H]1c1ccccc1Br	9.5%[8.37 µM]
Cc1cc2ncn(S(=O)(=O)c3ccc(S(=O)(=O)N4CCCCCC4)cc3)c2cc1C	-16.7%
NNc1nc(-c2ccccc2)nc(-c2ccccc2)c1Br	-25.7%
CCCCN(C(=O)CN(C)CC(=O)Nc1cccc(OC)c1)c1c(N)n(CCCC)c(=O)[nH]c1=O	-2.4%
COc1cc(OC)c(-c2oc3ccccc3c(=O)c2O)c(OC)c1	u
O=C1CN(C(=O)COC(=O)CCc2ccccc2)c2ccccc2N1	10.2%
Cc1ccc(Cn2c(C)c3cnn(CC(=O)NCCN4CCOCC4)c(=O)c3c2C)cc1	3.1%
O=C(Nc1ccc(Cl)c(S(=O)(=O)N2CCOCC2)c1)C1CCCC1	u
Nc1cnnc(N/N=C\c2ccccc2)c1Cl	0.1%
Cn1c(N)c(N=Cc2ccccc2)c(=O)n(C)c1=O	14.0%
COc1ccc2oc(C(=O)N3CCN(S(=O)(=O)c4c(C)c(C)cc(C)c4C)CC3)c(C)c2c1	u
CCN1C[C@@H]2[C@@H]3C(=O)N(C)C(=O)[C@@H]3[C@](CC)(C(=O)OC)N2C1=NCc1ccccc1	9.4%
CC(C)NC(=O)Nc1ccc2c(c1)C(=O)N([C@H](C)CO)C[C@H](C)[C@@H](CN(C)S(=O)(=O)c1ccccc1)O2	10.3%

# (list continues)
Molecule	HCV inhibitor
CC1CC(C)(C)OC(c2ccc(C(C)C)cc2)O1 (centres undefined)	12.3%
COc1ccc(CN2CCN(C(=O)c3ccccc3F)CC2)c(OC)c1OC	7.6%
Cc1noc(C)c1CSCC(=O)OCc1nnc(-c2ccc([N+](=O)[O-])cc2)o1	-2.1%
NC(N)=Nc1ccc(C=C2C=Cc3ccccc32)cc1	u
O=C(CNC(=O)c1ccc(N2CCCC2=O)cc1)Nc1ccc(F)c(F)c1F	6.1%
COC(=O)C1=C(c2ccc(S(C)(=O)=O)cc2)C[C@@H]2CC[C@H]1N2C(=O)N1CCC(C)CC1	-11.7%
O=C(CCNS(=O)(=O)c1ccccc1)NNC(=O)COc1ccccc1F	1.1%
O=C1c2ccccc2S(=O)(=O)c2cc(C(=O)N3CCN(c4ncccn4)CC3)ccc21	20.7%
C[C@H](NS(=O)(=O)c1ccc(Cl)cc1)C(=O)OCC(=O)N1CCOCC1	9.8%
Cc1[nH]nc(-c2cccnc2)c1N=NN(C)C	u
COc1ccccc1N(CC(=O)NCCSc1ccccc1)S(=O)(=O)c1ccccc1	-7.8%
N#Cc1c(C(F)(F)F)cc(-c2cccs2)nc1SC(C(=O)O)c1ccccc1 (centres undefined)	-13.8%
CC(C)CN1CCC(CN2CCNC(=O)C2=O)CC1	24.3%
C=CCn1c(SCC(=O)Nc2cc(C)on2)nnc1-c1ccccc1F	-24.4%
CN1C[C@@H]2[C@@H]3C(=O)N(Cc4ccccc4)C(=O)[C@@H]3[C@](C)(C1=O)N2C(=O)c1ccc(C(C)(C)C)cc1	7.0%
CC(C)(C)OC(=O)C[C@H]1C/C=C\C[C@@H](CC(=O)N[C@H](CO)Cc2ccccc2)C(=O)NCCOC1=O	16.7%
NC(=O)c1ncn([C@@H]2O[C@H](CNCc3c(OCc4ccccc4F)ccc4ccccc34)[C@@H](O)[C@H]2O)n1	9.1%
COc1cc(OC)c(OC)cc1CNCC1COc2ccccc2O1 (centres undefined)	5.4%
COc1ccc2[nH]c3c(c2c1)CCN1C(=O)C(CC(=O)NCC24CC5CC(CC(C5)C2)C4)C[C@H](C(=O)N2CCOCC2)[C@@]31C (some centres undefined)	u
Nc1nonc1-n1nnc(C(=O)N/N=C/c2cccc(F)c2)c1CN1CCCCCC1	11.2%
Cc1ccccc1-c1nnn(CC(=O)NC(=O)NC2CCCC2)n1	u
O=S1(=O)c2ccc(Br)cc2N2CCC[C@@H]2CN1C1CC1	u
NC(=S)NN=C(c1ccc(F)cc1)C1CC1	23.3%
CC(=O)Nc1ccc(S(=O)(=O)NC2(c3ccccc3)C(=O)N(C)C(=O)N(C)C2=O)cc1	5.0%
O=C(O/C(=C/c1ccccc1)C(F)(F)F)c1ccccc1	9.0%
Cc1cc(N2CCN(C)CC2)nc2ccc(NC(=O)CCC(=O)NCCC3=CCCCC3)cc12	u
CCCNc1ncnc2c1cnn2C1CCCCO1 (centres undefined)	-1.7%
Cc1cc(OCC(=O)OCC(=O)Nc2cc(S(=O)(=O)N3CCOCC3)ccc2Cl)ccc1Cl	7.1%
COc1ccc(NC(=S)NCCSc2ccc(C)cc2)c(OC)c1	u
COCCC1CCCCN1C(=O)c1ccc(OC)c(OC2CCN(C(C)=O)CC2)c1 (centres undefined)	6.4%
Cc1nc(CN2CCCCC2)c(O)c(=O)[nH]1	27.2%
CCN(C(=O)COC(=O)/C=C/c1nc2ccccc2s1)c1c(N)n(Cc2ccccc2)c(=O)[nH]c1=O	-9.0%
O=c1[nH]c2ccc(Br)cc2o1	9.2%
COc1nnc(-c2ccc(N3CCCCC3)c(N)c2)c2ccccc12	-16.3%
c1ccc(COc2ncnc3c2ncn3CCCNCc2ccc3c(c2)OCO3)cc1	-18.0%[8.37 µM]
C[C@@H]1CN(S(=O)(=O)C(C)(C)C)[C@@H](CCO)/C1=C\c1ccccc1	-0.2%
NS(=O)(=O)c1ccc(CNC(=O)c2ccc(C(=O)c3ccccc3)cc2)cc1	-1.0%
O=C(NCc1ccc(OC(F)(F)F)cc1)c1ccc2c(c1)S(=O)(=O)c1ccccc1C2=O	-24.0%
CCOC(=O)N1CCN(C(=O)c2ccc(S(=O)(=O)Nc3ccccc3)cc2)CC1	u
CC[C@@]1(C(=O)OC)N[C@H](CN(C)C(=O)COc2ccccc2)[C@@H]2C(=O)N(Cc3ccccc3)C(=O)[C@@H]21	u
Cc1ccccc1C(=O)O[C@H]1[C@H](Cc2ccccc2)NS(=O)(=O)[C@H]2CC3C=C[C@]12O3	3.1%
C[C@H](CO)N1C[C@H](C)[C@@H](CN(C)S(=O)(=O)c2cn(C)cn2)Oc2ccc(NC(=O)Cn3cnnn3)cc2C1=O	0.7%
O=C(Cn1cc(COc2ccccc2C(F)(F)F)nn1)c1ccc(O)cc1	-6.0%
c1ccc2[nH]c(-c3ccc4c(c3)OCO4)nc2c1	-4.1%
COc1ccc2[nH]c3c(c2c1)CCN1C(=O)C(CC(=O)NC(C)(C)C)C[C@H](C(=O)N2CCOCC2)[C@@]31CCC1CCCC1 (some centres undefined)	39.1%[activator]
CCC(=O)OC(Cc1ccccc1)(c1ccccc1)[C@H](C)CN(C)C (some centres undefined)	u
COc1ccccc1C1=NOC(C)(c2nnc(-c3cccc(Cl)c3)o2)C1 (centres undefined)	-21.5%
CCCCCCCCN1N=N[C@H]2[C@H]1[C@@H]1C[C@H]2N(C(=O)OC(C)(C)C)O1	5.2%
COC(=O)c1c(-c2ccc(N(C)C)cc2)sc2ccc(OC)cc12	u
O=C(Nc1ccccc1Cl)O/N=C/c1ccncc1	5.9%
O=c1[nH]c(O)c(N=Nc2ccc(Cl)c(S(=O)(=O)Nc3ccccc3Cl)c2)c(=O)[nH]1	17.5%
O=c1[nH]c2c(c(=O)n1-c1ccccc1)CCO2	25.9%
CC(=O)Nc1cc2c(cc1Cl)Cc1cc(Cl)ccc1-2	-24.1%
C=CC[C@@H](CC(=O)NCCO)C(=O)N[C@@H](COC(=O)[C@@H](CC=C)CC(=O)OC(C)(C)C)Cc1ccccc1	-7.8%
Cn1c(=O)c2nc(NCc3ccccc3)sc2n(C)c1=O	10.1%
CC(=O)Nc1c(-c2ccccc2)nc2ccc(Cl)cn12	11.7%

# Given as labelled records: four of the compounds above
COc1ccc2[nH]c3c(c2c1)CCN1C(=O)C(CC(=O)NC(C)(C)C)C[C@H](C(=O)N2CCOCC2)[C@@]31CCC1CCCC1 (some centres undefined)
  HCV inhibitor = 39.1%[activator]

CCC(=O)OC(Cc1ccccc1)(c1ccccc1)[C@H](C)CN(C)C (some centres undefined)
  HCV inhibitor = u

COc1ccccc1C1=NOC(C)(c2nnc(-c3cccc(Cl)c3)o2)C1 (centres undefined)
  HCV inhibitor = -21.5%

CCCCCCCCN1N=N[C@H]2[C@H]1[C@@H]1C[C@H]2N(C(=O)OC(C)(C)C)O1
  HCV inhibitor = 5.2%

# Screening data from PubChem.
